# Bioassay records: PubChem, several laboratories
# PP1 counter = PP1-alpha phosphatase inhibitors, primary screen, counter-screen for PP5 inhibitor project, biochemical, fluorescence, OMFP substrate, single point | Serine/threonine-protein phosphatase PP1-alpha catalytic subunit (Homo sapiens), P62136 | purified PP1alpha | inhibition, % at 6.7 µM | 320,000 compounds, 0.9% hits;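 active means inhibition above the mean inhibition of all tested compounds plus 3 SD, computed separately for each screening campaign, cut at about 15% in these data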
# Target sequence (P62136 whole entry, looked up): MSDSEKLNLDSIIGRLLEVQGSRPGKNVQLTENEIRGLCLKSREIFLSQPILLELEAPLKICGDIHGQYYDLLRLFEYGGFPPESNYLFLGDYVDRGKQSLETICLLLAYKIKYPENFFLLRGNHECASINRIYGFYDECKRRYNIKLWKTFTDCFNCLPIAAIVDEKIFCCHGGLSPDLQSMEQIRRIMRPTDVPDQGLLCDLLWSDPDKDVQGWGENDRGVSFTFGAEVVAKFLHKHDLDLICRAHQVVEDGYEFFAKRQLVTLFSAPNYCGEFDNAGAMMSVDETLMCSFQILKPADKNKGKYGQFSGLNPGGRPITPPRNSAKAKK
# procasp7 counter = procaspase-7 activators, primary screen, counter-screen for procaspase-3 activator project, biochemical, absorbance, HTS, human; Caspase-7 (Homo sapiens), P55210; 330,000 compounds, 0.093% hits; activation, % at 8.5 µM; recombinant procaspase-7, Ac-DEVD-pNA absorbance 405 nm; D23A/D198A/D206A triple mutant, cannot self-cleave; scale: DMSO 0, 5 µM enzyme 100; AID 463210, 2010;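 active means percent activation above the screen-wide mean plus 3 SD, cut at about 25% in these data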
# Target sequence (P55210 whole entry D23A/D198A/D206A): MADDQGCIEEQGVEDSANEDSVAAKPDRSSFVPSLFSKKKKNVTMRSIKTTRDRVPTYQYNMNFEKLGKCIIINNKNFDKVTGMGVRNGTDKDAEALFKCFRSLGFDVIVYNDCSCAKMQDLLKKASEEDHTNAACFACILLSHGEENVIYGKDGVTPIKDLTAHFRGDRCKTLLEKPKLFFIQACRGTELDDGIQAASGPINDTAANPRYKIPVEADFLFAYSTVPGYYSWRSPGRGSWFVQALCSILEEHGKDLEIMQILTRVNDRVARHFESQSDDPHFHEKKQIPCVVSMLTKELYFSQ
#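 System: Procaspase-7 triple mutant (PC-7 D3A); measure: % activation from two-timepoint absorbance difference, scaled to controls; times: 1 h compound preincubation, 2 h substrate cleavage, 25 °C; also added: Ac-DEVD-pNA substrate, 400 µM as added; measured by: Epi-absorbance of released pNA at 405 nm, two timepoints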
# Fh CTSL1 inh = Fasciola hepatica cathepsin L1 inhibitors, primary screen, counter-screen for PFM18AAP inhibitor project, biochemical, QFRET, fluorogenic peptide substrate; recombinant F. hepatica cathepsin L1, Z-Leu-Arg-MCA fluorescence; inhibition, % at 5.96 µM; 300,000 compounds, 0.49% hits;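 active means inhibition above the mean of all tested compounds plus 3 SD, set per screening campaign, cut at about 17% in these data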;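 further: 0% = plate median of test compound wells and 100% = 1 µM Z-Phe-Ala-diazomethylketone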
# TPT1 inh = Candida albicans TPT1 enzyme inhibitors, primary screen, biochemical, fluorescence polarization. AID 1962, 2009. inhibition, % at 5 µM. recombinant caTPT1, FP RNA substrate dephosphorylation. 300,000 compounds, 0.81% hits. tRNA 2'-phosphotransferase TPT1 (Candida albicans SC5314);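 active means inhibition above the mean of all tested compounds plus 3 SD, set per screening campaign, cut at about 24% in these data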;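 further: plate controls were DMSO alone for no effect and ferristatin control at 100 nM for full effect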
# Efflux pump inh = inhibitors of Candida efflux pumps in yeast, primary screen, S. cerevisiae, Nile Red, multiplex | S. cerevisiae Candida pump triplex | inhibition, % at 10 µM | 330,000 compounds, 0.44% hits | AID 485275, 2010;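 active means plate passing quality check with inhibition over a set limit, or well fluorescence over plate mean plus 4 SD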;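 further: Nile Red retained in pooled yeast measured as flow cytometry median fluorescence; 0% = buffer negative control and 100% = Enniatin B positive control; higher means more Nile Red kept so more efflux inhibition; some compounds called inactive have numbers as strong as hits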
# core dimer inh = inhibitors of HCV core protein dimerization, primary screen, biochemical, TR-FRET, high-throughput. TR-FRET GST/Flag-core106 dimerization, 1536-well. inhibition, % at 5 µM. 300,000 compounds, 0.33% hits;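 active means inhibition above the mean of all tested compounds plus 3 SD, set per screening campaign, cut at about 45% in these data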
#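 System: GST-tagged and Flag-tagged HCV core protein residues 1-106 / Input: core106 proteins, GST 13.5 nM and Flag 17 nM / Buffer or medium: KF-containing HEPES buffer, pH 7.45, DTT, CHAPS, BSA / Probe or stimulus: Eu-anti-GST and XL665-anti-Flag labelled anti-tag antibodies / Schedule: 4 h, 22.5 °C incubation / Technique: TR-FRET 671 and 617 nm emission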
# proCasp3 act = activators of human procaspase-3 D3A mutant, primary screen, biochemical, absorbance, PC-3 D3A mutant, single concentration; AID 463141, 2010; Caspase-3 (Homo sapiens), P42574; recombinant procaspase-3 D3A, Ac-DEVD-pNA absorbance 405 nm; 330,000 compounds, 0.11% hits; activation, % at 8.5 µM;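 active means activation above the mean of all tested compounds plus 3 SD, cut at about 21% in these data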;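 further: 0% = DMSO alone and 100% = DMSO wells spiked with extra 5 µM PC-3 D3A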
# Target sequence (P42574 whole entry D9A/D28A/D175A): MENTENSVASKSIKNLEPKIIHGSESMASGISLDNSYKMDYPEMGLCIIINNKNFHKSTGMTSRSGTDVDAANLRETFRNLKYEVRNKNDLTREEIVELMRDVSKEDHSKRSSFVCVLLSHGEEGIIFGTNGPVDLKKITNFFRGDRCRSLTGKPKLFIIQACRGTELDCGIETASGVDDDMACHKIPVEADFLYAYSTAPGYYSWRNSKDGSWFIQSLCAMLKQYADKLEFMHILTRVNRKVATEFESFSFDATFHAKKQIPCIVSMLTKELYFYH
#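 assay system = Procaspase-3 D3A mutant | signal = absorbance at 405 nm, 0 and 120 min | times = 1 h preincubation plus 2 h reaction at 25 °C | repeats = single replicate | read-out = % activation between DMSO and enzyme-spiked controls | medium = Zinc-free HEPES saline buffer with Triton X-100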
# GASC-1 inh = inhibitors of GASC-1 histone demethylase, primary screen, biochemical, fluorescence, DELFIA europium; Lysine-specific demethylase 4C (Homo sapiens), Q9H3R0; inhibition, % at 2.35 µM; 330,000 compounds, 0.069% hits; GST-JMJD2C(1-420) H3K9me3 demethylation;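 active means more than half of a compound's replicate wells show inhibition beyond 50%, single wells judged on their own value; inconclusive means some, but no more than half, of replicates pass 50% inhibition; inactive means no replicate passes 50% inhibition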;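 further: signal counts dimethyl H3K9 product captured on neutravidin plate; 0% = median of DMSO wells and 100% = 0.3 times that DMSO median; strong numbers were not always called active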
# PP5 primary = PP5 phosphatase inhibitors, primary screen, biochemical, fluorescence; Serine/threonine-protein phosphatase 5 (Homo sapiens), P53041; purified PP5c, OMFP substrate fluorescence; inhibition, % at 6.7 µM; 320,000 compounds, 0.18% hits;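 active means inhibition above the campaign's mean inhibition across all tested compounds plus 3 SD, cut at about 9.5% in these data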;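 further: 0% = DMSO only and 100% = 100 µM cantharidin control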
# An asterisk follows results filed as active; ? = inconclusive; . = no result given.
SMILES,PP1 counter,procasp7 counter,Fh CTSL1 inh,TPT1 inh,Efflux pump inh,core dimer inh,proCasp3 act,GASC-1 inh,PP5 primary
O=C(Nc1ccc(S(=O)(=O)Nc2nccs2)cc1)c1cccc(N2C(=O)c3ccccc3C2=O)c1,-0.8,9.3,-1.9,4.5,0.2,12.7,-0.5,0.2,-2.0
O=C(CC1SC(N2CCCCC2)=NC1=O)Nc1ccc(C(=O)NCCc2ccc(F)cc2)cc1 (configuration not stated),-1.3,-1.9,.,.,0.3,.,4.7,-4.5,2.8
Cc1cc(Br)ccc1NC(=S)NC1CCCC1,-1.6,4.2,-0.8,0.1,0.0,-1.1,3.0,-3.1,1.8
CC(C(=O)Nc1ccc2c(c1)OCO2)N1CCC(N2CCCCC2)CC1 (configuration not stated),-0.8,-1.0,.,.,0.1,.,-10.3,4.4,-0.1
O=C(NCCCN1CCOCC1)c1onc(CSc2ccncc2)c1C(=O)NCCCN1CCOCC1,-2.7,3.8,-4.1,-5.2,-0.2,-9.7,5.2,-9.0,-1.9
COc1ccc(-n2nnc3c(=O)n(C/C=C/c4ccccc4)cnc32)cc1,7.8,1.1,-1.2,0.0,0.1,10.0,9.2,3.1,-1.9
CCOc1ccc(Oc2cc(NC(=O)c3ccco3)cc([N+](=O)[O-])c2)cc1,-2.5,3.2,0.1,2.8,0.2,-5.9,-1.5,-4.2,4.1
COC(=O)C1[C@H]2C(=O)N(Cc3cccs3)C[C@]23C=C[C@H]1O3 (some centres not stated),1.0,5.3,-1.0,-1.5,-0.1,2.1,11.6,8.1,0.3
Cc1nc(NC(=O)c2ccccc2[N+](=O)[O-])sc1C(=O)N(C)C,-4.7,2.1,-3.0,-0.4,0.0,0.9,2.1,-2.1,1.9
Cc1noc(C)c1COC(=O)CNC(=O)c1ccc(Cl)cc1,3.0,13.2,-1.3,-3.6,0.0,1.4,7.6,-9.2,-3.4
Cc1cccc(C)c1N1CCN(C(=O)Nc2ccc3c(c2)OCCO3)CC1,-0.8,12.0,2.1,0.2,0.0,8.7,-6.0,1.9,-0.2
COc1cc(SC)ccc1C(=O)OCC(=O)N1CCN(C(C)=O)CC1,-4.3,1.6,1.9,-1.6,0.1,-1.8,-0.8,1.7,-1.2
Cc1ccc(SCC(=O)N(C)CC(=O)Nc2cccc(F)c2)c(C)c1,-2.2,5.7,0.4,-0.8,0.2,1.2,-7.6,0.1,2.0
CN(C)S(=O)(=O)c1cccc(-c2nn(-c3ccccc3)cc2/C=C2\SC(=S)N(CC(=O)O)C2=O)c1,14.4,-26.7,3.1,-1.2,-0.1,19.5,-8.7,8.9,2.2
CCN(CC)c1cc(NCCO)c([N+](=O)[O-])c2nonc12,-5.0,-16.0,2.1,0.1,0.0,7.2,6.0,0.0,1.9
Cc1ccc(-c2ccnc3cc(C)nn23)cc1,-2.5,9.8,-0.4,-2.8,0.0,5.3,2.9,16.4,-2.9
O=C(O)CC(NC(=O)c1ccncc1)c1ccccc1 (configuration not stated),-1.6,5.9,2.5,0.3,-0.1,0.3,3.4,11.8,-1.6
CC(=O)c1cc(C(=O)N2CCCC(CCC(=O)N(C)CCc3ccccn3)C2)cs1 (configuration not stated),8.0,3.3,-1.1,-2.3,-0.1,-4.1,4.4,-1.7,2.1
COC(=O)c1ccc(N)c(CS(=O)(=O)c2ccc(Cl)cc2)c1,-0.3,0.9,5.8,-3.1,0.2,0.1,0.0,-1.7,0.7
Cc1ccc(-n2cccc2C(=O)NS(=O)(=O)c2ccc(C)cc2)cc1,1.9,3.1,1.9,-0.4,-0.2,-1.2,8.8,-10.3,-1.9
O=C(NCCc1ccccn1)c1ccc(OC(F)F)cc1,-5.8,8.1,-2.0,-0.1,-0.1,-1.1,-2.4,-7.7,-1.9
COc1ccc(S(=O)(=O)N2CCCCC2)cc1NC(=O)C1CCCO1 (configuration not stated),-0.7,-1.8,-1.6,0.2,0.1,0.8,5.1,?,3.0
Cc1ccc2nc(-c3ccc(-c4ccccn4)s3)cn2c1,0.1,1.0,1.5,-5.3,0.0,5.1,4.7,-2.1,2.1
Nn1c(Nc2ccccc2)nc2ccccc2c1=O,0.9,7.0,3.5,-1.0,0.0,-3.0,-4.4,8.7,4.8
Cc1cc(CSCc2ccc(Cl)cc2)no1,-1.1,3.2,5.0,1.8,0.0,-4.0,2.2,4.6,-1.1
# Continuation:
SMILES,PP1 counter,procasp7 counter,Fh CTSL1 inh,TPT1 inh,Efflux pump inh,core dimer inh,proCasp3 act,GASC-1 inh,PP5 primary
CC1(C)CC2CC(C)(CN2S(=O)(=O)c2cccc(C(=O)OCC(N)=O)c2)C1 (configuration not stated),-3.1,6.7,-2.4,-3.6,-0.1,-8.6,-1.3,4.6,3.4
Cc1ccc(N2CC(C(=O)NCc3n[nH]c(=O)c4ccccc34)CC2=O)cc1C (configuration not stated),-8.6,-9.3,3.8,4.2,0.1,-3.0,-5.4,4.5,-3.3
Nc1n[nH]c(N)c1N=Nc1cccc(C(F)(F)F)c1,-1.7,-14.1,-0.7,0.3,-0.1,-7.1,-8.2,5.3,5.5
O=C(Nc1cccc(F)c1)/C(=C\c1ccco1)NC(=O)c1ccco1,-0.3,-16.1,6.9,2.9,0.1,-0.5,0.7,-7.4,1.5
COc1ccc(C(=O)N2CCN(c3ccc([N+](=O)[O-])c(-n4nc(C)cc4C)c3)CC2)cc1,1.7,-7.8,3.5,0.0,-0.2,-1.0,-8.9,-3.2,1.9
CCC(C)(C(=O)NC1CCCCC1)N(C(=O)c1ccccn1)c1ccccc1 (configuration not stated),-1.8,11.9,-1.5,-2.2,-0.1,-3.0,3.8,8.9,0.1
O=C(NCCCn1ccnc1)C(=O)c1c[nH]c2ccccc12,0.6,5.2,0.2,-1.6,0.1,0.7,-0.7,2.8,-1.4
CCOC(=O)N1CCN(C(=O)CSCC(=O)Nc2nc(-c3ccc(OC)cc3)cs2)CC1,-1.1,5.4,-2.8,-3.0,0.0,3.4,2.9,4.3,0.5
Cc1cccc(C)c1N(CC(=O)N1CCN(C)CC1)S(C)(=O)=O,-3.4,-9.6,-0.8,5.5,0.1,-1.5,-0.7,15.5,-0.7
CCc1nn(CC(=O)NCCN2CCN(C)CC2)c(=O)c2cc3c(OC)cccc3n12,0.3,8.6,1.5,-6.9,-0.1,-8.9,2.3,3.6,-0.5
O=C(Nc1ccc2ccccc2n1)c1ccccc1Br,2.6,0.5,1.3,-0.6,-0.1,10.6,-2.4,4.0,3.8
Cc1cccc(C(=O)OCC(=O)Nc2ccc(N3CCCCC3)cc2)c1O,-0.1,4.3,-1.4,2.6,-0.1,1.1,-2.3,25.0,-0.2
CC(C)(C)SCCNS(=O)(=O)c1ccccc1,0.2,4.2,-2.1,-1.9,0.1,0.8,-6.7,0.3,-0.9
CCOCCCN1C(=O)CN(C2CCCCC2)C(=O)C1c1ccc(OCC)c(OC)c1 (configuration not stated),1.2,-5.0,-1.4,-0.7,-0.1,0.8,-1.4,-0.1,0.8
Cc1ccc(NC(=O)CCc2nnc3ccc(NCc4ccco4)nn23)cc1,6.9,2.3,0.4,2.0,0.0,9.2,-0.6,48.5,1.4
COC(=O)c1[nH]c(C)c(/C(O)=C2\C(=O)C(=O)N(CCN(C)C)C2c2cccs2)c1C (configuration not stated),-0.6,-8.0,-1.4,0.1,0.0,3.5,-0.7,20.2,-0.1
CCN(CCO)c1nc(SC)nc2c1sc1nc(-c3ccco3)c3c(c12)CCC3,18.5*,-18.1,17.5*,9.9,0.1,80.2*,-7.0,1.8,1.6
CS(=O)(=O)Oc1ccccc1/C=C1/N=C(c2ccc(F)cc2)OC1=O,-2.5,-7.2,1.7,0.7,-0.2,4.2,-4.9,6.0,-2.7
COc1ccc(S(=O)(=O)NC2CC(=O)N(c3ccc(C)c(C)c3)C2)cc1C (configuration not stated),0.5,11.3,4.2,-3.8,0.1,-1.8,4.2,-6.9,2.2

# Whole records, quoted from the list.
# Results for Nc1n[nH]c(N)c1N=Nc1cccc(C(F)(F)F)c1 → PP1 counter: -1.7; procasp7 counter: -14.1; Fh CTSL1 inh: -0.7; TPT1 inh: 0.3; Efflux pump inh: -0.1; core dimer inh: -7.1; proCasp3 act: -8.2; GASC-1 inh: 5.3; PP5 primary: 5.5
# Results for CC(C)(C)SCCNS(=O)(=O)c1ccccc1 → PP1 counter: 0.2; procasp7 counter: 4.2; Fh CTSL1 inh: -2.1; TPT1 inh: -1.9; Efflux pump inh: 0.1; core dimer inh: 0.8; proCasp3 act: -6.7; GASC-1 inh: 0.3; PP5 primary: -0.9
# Results for CN(C)S(=O)(=O)c1cccc(-c2nn(-c3ccccc3)cc2/C=C2\SC(=S)N(CC(=O)O)C2=O)c1 → PP1 counter: 14.4; procasp7 counter: -26.7; Fh CTSL1 inh: 3.1; TPT1 inh: -1.2; Efflux pump inh: -0.1; core dimer inh: 19.5; proCasp3 act: -8.7; GASC-1 inh: 8.9; PP5 primary: 2.2

# Laid out differently: 2 of the compounds above.
# Order of values: PP1 counter | procasp7 counter | Fh CTSL1 inh | TPT1 inh | Efflux pump inh | core dimer inh | proCasp3 act | GASC-1 inh | PP5 primary
CC(C)(C)SCCNS(=O)(=O)c1ccccc1
  0.2 | 4.2 | -2.1 | -1.9 | 0.1 | 0.8 | -6.7 | 0.3 | -0.9
CCOCCCN1C(=O)CN(C2CCCCC2)C(=O)C1c1ccc(OCC)c(OC)c1 (configuration not stated)
  1.2 | -5.0 | -1.4 | -0.7 | -0.1 | 0.8 | -1.4 | -0.1 | 0.8
